AMPAR-TARP mod = modulators of GluA2-stargazin AMPA receptor complexes, primary screen, cell-based, membrane potential dye | HEK293 GluA2+stargazin, membrane potential dye (FDSS), glutamate EC50; hits were called plate by plate, in both directions | calls only at 30 µM | actives 3.5% (n = 40,000) | AID 1259245, 2017;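 active = any of four per-well response measures lying three or more SD from its plate-wide compound average, in either direction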
Target sequence (O88602 whole entry, looked up): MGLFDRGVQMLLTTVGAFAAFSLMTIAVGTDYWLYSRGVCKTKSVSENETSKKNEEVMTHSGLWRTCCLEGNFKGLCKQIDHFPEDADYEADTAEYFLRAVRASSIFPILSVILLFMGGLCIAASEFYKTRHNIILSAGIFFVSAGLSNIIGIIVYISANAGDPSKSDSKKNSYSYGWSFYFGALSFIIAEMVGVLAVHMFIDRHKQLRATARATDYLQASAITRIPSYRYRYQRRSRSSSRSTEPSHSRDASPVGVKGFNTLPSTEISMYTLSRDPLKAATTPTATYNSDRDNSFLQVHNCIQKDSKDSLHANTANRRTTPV
Target sequence (P19491 whole entry, looked up): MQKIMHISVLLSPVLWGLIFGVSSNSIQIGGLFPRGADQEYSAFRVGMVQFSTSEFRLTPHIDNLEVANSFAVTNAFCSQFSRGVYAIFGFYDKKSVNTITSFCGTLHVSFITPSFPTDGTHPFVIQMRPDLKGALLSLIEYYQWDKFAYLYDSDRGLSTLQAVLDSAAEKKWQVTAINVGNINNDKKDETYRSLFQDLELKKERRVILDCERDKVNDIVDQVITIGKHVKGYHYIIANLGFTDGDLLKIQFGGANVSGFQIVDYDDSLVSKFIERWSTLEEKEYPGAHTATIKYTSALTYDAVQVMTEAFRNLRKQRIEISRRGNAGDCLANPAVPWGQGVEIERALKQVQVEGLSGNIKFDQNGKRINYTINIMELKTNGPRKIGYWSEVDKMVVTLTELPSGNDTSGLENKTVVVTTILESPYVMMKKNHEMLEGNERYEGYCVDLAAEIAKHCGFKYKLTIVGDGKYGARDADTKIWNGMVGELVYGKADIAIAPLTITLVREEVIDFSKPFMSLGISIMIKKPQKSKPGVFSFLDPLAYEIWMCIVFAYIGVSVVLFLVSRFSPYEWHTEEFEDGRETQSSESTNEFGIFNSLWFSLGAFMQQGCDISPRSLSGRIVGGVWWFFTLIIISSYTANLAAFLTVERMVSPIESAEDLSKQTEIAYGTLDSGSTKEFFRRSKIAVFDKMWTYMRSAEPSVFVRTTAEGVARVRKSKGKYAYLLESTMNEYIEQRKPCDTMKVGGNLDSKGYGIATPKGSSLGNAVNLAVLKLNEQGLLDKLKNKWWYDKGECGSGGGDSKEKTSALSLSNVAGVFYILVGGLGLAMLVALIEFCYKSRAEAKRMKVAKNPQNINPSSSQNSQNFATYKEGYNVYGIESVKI
AMPAR-TARP mod agonism max-min = recorded beside AMPAR-TARP mod, whose call it bears; compound max-min signal; compound-alone response (agonism);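 unitless range of fluorescence divided by baseline over first 100 seconds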
AMPAR-TARP mod glutamate slope = also measured in AMPAR-TARP mod; calls as there; glutamate slope, % of max; measured here: glutamate response slope, % max;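 scaled per plate between vehicle wells and maximal 1 mM glutamate control wells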
* = called active by the depositor; i = inactive; + = active, no number; & = joins results of further samples.

SMILES	AMPAR-TARP mod	AMPAR-TARP mod agonism max-min	AMPAR-TARP mod glutamate slope
COc1cccc(N2CCN(C(=O)Cc3c(C)[nH]c(=O)[nH]c3=O)CC2)c1	i	0.14	76
CCOc1ccc(S(=O)(=O)N(CCc2ccccc2)Cc2ccccn2)cc1F	i	0.14	52
O=C(NCCCc1ccccc1)c1csc(-c2cnccn2)n1	i	0.14	57
CS(=O)(=O)N1CCCC(C(=O)Nc2ccc3c(c2)C(=O)NC3=O)C1 (configuration not stated)	i	0.11	47
CCc1ccc(N2CCN(S(=O)(=O)c3ccc(NC(C)=O)cc3)CC2)cc1	i	0.12	74
COc1cccc(OC)c1C(=O)Nc1ccc(-n2c(C)nc3ccccc3c2=O)cc1C	i	0.081	57
CC(C)(C)C(=O)NCCn1ccc2ccccc21	i	0.052	38
CC(=O)NC1C(Oc2cc(C(F)(F)F)cc(C(F)(F)F)c2)OC(CO)C(O)C1O (configuration not stated)	i	0.061	72
COc1ccccc1-n1nnc(C(=O)Nc2ccc(-n3nncc3C)cc2)c1C	i	0.12	53
COCC(=O)Nc1ccc(N2CCCC2=O)cc1	i	0.1	53
Cc1nn(C2CCS(=O)(=O)C2)c2nc(-c3cccs3)cc(C(=O)NC3CCCCCC3)c12 (configuration not stated)	i	0.1	52
Cc1cc(C(=O)N2CCOCC2)nn1CC(=O)NCc1cccnc1	i	0.095	54
COc1ccc(/C=C/C(=O)Nn2cnc3c(cnn3-c3ccccc3)c2=O)cc1OC	i	0.062	69
COc1ccc(NC(=O)CSc2ncc(S(=O)(=O)c3cccc(Cl)c3)c(=O)[nH]2)cc1	i	0.09	50
Cn1cccc(C(=O)NCC#CCN2CCc3ccccc3C2)c1=O	i	0.15	49
COc1ccc(NC(=O)COc2ccccc2F)cc1N1CCCCC1=O	i	0.043	35
COc1cccc(N2CCCn3c2nc2c3c(=O)n(Cc3ccccc3F)c(=O)n2C)c1	i	0.11	64
C=CCOCC(O)CN1CCN(c2cccc(Cl)c2)CC1 (configuration not stated)	i	0.078	73
Cc1ccc(-n2c(-c3ccccc3)cn3c4c(=O)n(CC(N)=O)c(=O)n(C)c4nc23)cc1Cl	i	0.083	52
CCOc1cc(C(=O)Nc2cccc(N3CCCCC3=O)c2)cc(OCC)c1OCC	i	0.11	52
O=c1ccc(-c2ccco2)nn1Cc1ccc([N+](=O)[O-])cc1	i	0.1	58
CC(O)(CNC(=O)c1ccccc1)c1ccccc1 (configuration not stated)	i	0.11	63
O=C(NCc1ccccc1)C(=O)Nc1c2c(nn1-c1cccc(Cl)c1)CSC2	i	0.036	65
O=C(NCC(O)Cc1ccccc1)C(=O)Nc1cccc(N2CCCC2=O)c1 (configuration not stated)	i	0.14	80
Cc1cc(C(F)F)n2nc(C(=O)Nc3ccc(F)cc3F)nc2n1	i	0.11	33
CCOC(=O)c1sc(NC(=O)/C=C\C(=O)O)cc1C	i	0.14	69
O=C(Nn1cnc2c(cnn2-c2ccccc2)c1=O)c1ccccc1Cl	i	0.053	76
O=C1Cc2cc(NC(=O)NCc3cccc4ccccc34)ccc2N1	i	0.095	59
O=S(=O)(c1ccccc1)N1CCC(c2cccs2)CC1	i	0.095	64
Cc1cccc(-n2ncc3c(=O)[nH]c(-n4nc(C)cc4NC(=O)CC(C)C)nc32)c1	i	0.082	43
O=C(NCC1CCN(Cc2cccs2)CC1)C(=O)Nc1ccc2c(c1)OCCO2	i	0.078	49
COc1ccccc1CNC(=O)C(=O)NCC(c1cccc2ccccc12)N1CCCC1 (configuration not stated)	i	0.062	62
Cc1cc(C(=O)N2CCOCC2)nn1CC(=O)N1CCc2ccccc21	i	0.088	65
COc1ccc(C(=O)Nn2cnc3c(cnn3-c3ccccc3)c2=O)cc1OC	i	0.093	59
CC(=O)Nc1cccc(NC(=O)C(=O)NCCc2ccc(F)cc2)c1	i	0.096	70
CCOC(=O)c1ccc2[nH]c(C)c(C)c2c1	i	0.18	72
O=C(Nc1nc(-c2ccccc2)cs1)C1CCCN1S(=O)(=O)c1cccs1 (configuration not stated)	i	0.076	59
COc1cccc(C(=O)NNC(=O)c2cccn(Cc3ccc(F)cc3)c2=O)c1	i	0.067	50
Cc1nc(NC(=O)Cn2c(-c3cnccn3)nc3ccccc32)sc1C(=O)N(C)C	i	0.14	54
COCC(=O)NCC1CCN(C(=O)c2cccnc2SC)CC1	i	0.059	43
COc1ccc(-c2cc(C(=O)N3CCCC3)c3c(C)nn(C4CCS(=O)(=O)C4)c3n2)cc1 (configuration not stated)	i	0.087	62
CCOc1nn(CC)cc1-c1nnc(SCC(=O)N2CCC(C)CC2)n1CC	i	0.052	28
COc1cccc(NC(=O)C(=O)Nc2cccc([N+](=O)[O-])c2)c1	i	0.14	67
CCOC(=O)c1ccccc1NC(=O)C1CCN(c2ccc(-c3cccs3)nn2)CC1	i	0.14	71
O=C(c1ccc(S(=O)(=O)N2CCCC2)cc1)N1CCc2ccccc2C1	i	0.056	55
COc1ccc(OC)c(S(=O)(=O)NCC(C)(O)c2ccc3c(c2)OCO3)c1 (configuration not stated)	i	0.13	51
COc1ccc(-c2noc(-c3ccc(=O)n(CC(=O)Nc4ccc(Br)cc4)c3)n2)cc1	i	0.093&0.057	42&86
Cc1ccc(NC(=O)C(=O)NCC2CCN(S(C)(=O)=O)CC2)cc1F	i	0.14	60
O=C1CC(NC(=O)c2ccccc2C(F)(F)F)CN1 (configuration not stated)	i	0.099	70
O=C(Cn1cnc(-c2ccccc2)cc1=O)NCCc1c[nH]c2ccccc12	i	0.099	41
O=S(=O)(/C=C/c1ccccc1)NCC#CCN1CCc2ccccc2C1	+	0.14*	55*
Nc1nc(CSc2nc3ccc([N+](=O)[O-])cc3[nH]2)cs1	i	0.14	38
COc1ccc(Cl)cc1NC(=O)N1CCCC(c2nn(C)c(=O)n2-c2ccccc2)C1 (configuration not stated)	i	0.1	58
COCC(=O)N1CCCc2ccc(NC(=O)c3ccsc3)cc21	i	0.11	63
COc1ccccc1CCNC(=O)Cc1cc(-c2cccs2)on1	i	0.041	47
CCCCc1ccc(NC(=O)Cn2cnc3c(nnn3C)c2=O)cc1	i	0.082	46
COc1ccc(C)cc1NC(=O)CN1CCN(c2ccccn2)CC1	i	0.064	42
CCNC(=O)C1Cc2ccccc2N1C(=O)c1ccc(S(=O)(=O)N2CCOCC2)cc1 (configuration not stated)	i	0.051	54
CCOc1cc(C(=O)Nc2ccc3c(c2)N(C(=O)c2ccccc2)CCC3)cc(OCC)c1OCC	i	0.079	47
CN(C)CCCNc1oc(-c2ccco2)nc1S(=O)(=O)c1ccc(Cl)cc1	i	0.12	51
Next section.
SMILES	AMPAR-TARP mod	AMPAR-TARP mod agonism max-min	AMPAR-TARP mod glutamate slope
Cc1cccc(NC(=O)c2ccc(=O)n(Cc3cccc(Cl)c3)c2)c1C	i	0.032	52
COc1cc(NS(=O)(=O)c2ccc(NC(=O)c3ccc(S(=O)(=O)N4CCCCCC4)cc3)cc2)nc(OC)n1	i	0.13	66
CC(C)NCC(O)COc1ccccc1C(C)(C)C (configuration not stated)	i	0.064	63
Cn1cccc1C(CNC(=O)c1ccc(F)cc1)N1CCOCC1 (configuration not stated)	+	0.065*	34*
COc1ccc(S(=O)(=O)NCCNc2cc(-n3nc(C)cc3C)ncn2)c(C)c1C	i	0.086	71
COc1cn(CC(=O)Nc2cc(C)cc(C)c2)c(CSc2ccc(Cl)cc2)cc1=O	i	0.1	50
NCC(O)(c1ccco1)C1CC1 (configuration not stated)	i	0.048	56
COc1cccc(C(=O)Oc2c(S(=O)(=O)c3ccccc3)c(C)nn2C(C)(C)C)c1OC	i	0.06	50
CS(=O)(=O)NCC1CCN(C(=O)/C=C/c2ccco2)CC1	i	0.064	37
COc1ccccc1N1CCN(C(=O)C2CC(=O)c3ccccc32)CC1 (configuration not stated)	i	0.12	58
O=C(NCC(O)c1ccsc1)c1cc(C(F)(F)F)cc(C(F)(F)F)c1 (configuration not stated)	i	0.15	61
O=C(Nn1cnc2c(cnn2-c2ccccc2)c1=O)c1cccc(C(F)(F)F)c1	i	0.1	64
CCOC(=O)N1CCN(C(=O)CCc2csc(NC(=O)c3ccc(Cl)cc3)n2)CC1	i	0.089	63
CN1CCc2c(sc(NC(=O)c3ccco3)c2-c2nc3ccccc3s2)C1	i	0.14	68
COCC(C)(O)CNC(=O)c1cccc(OC)c1OC (configuration not stated)	i	0.079	61
O=C(Nc1cccc([N+](=O)[O-])c1)C(=O)NC1CC1	i	0.09	63
CC(C)Sc1nc2c(c(=O)[nH]1)C(c1ccncc1)C1=C(CC(C)(C)CC1=O)N2 (configuration not stated)	i	0.022	48
CC(=O)N1CCN(S(=O)(=O)c2ccc(C(=O)Nc3nncs3)cc2)CC1	i	0.097	60
O=C(Cc1cc(-c2ccc3c(c2)OCO3)on1)NCCN1CCOCC1	i	0.06	51
COC(=O)N1CCC(CNC(=O)Cc2cccc(C)c2)CC1	i	0.079	67
Cn1cccc1C(CNC(=O)c1c(F)cccc1Cl)N1CCOCC1 (configuration not stated)	i	0.075	56
CC(C)c1ccc(OCC(O)CN2CCCCC2)cc1 (configuration not stated)	i	0.082	56
CCOc1ccc2nc(NC(=O)CCc3csc(NS(=O)(=O)c4ccccc4)n3)sc2c1	i	0.093	64
O=C(NCCc1ccccc1)N1CCC(c2nnc(C3CC3)o2)CC1	i	0.07	51

Compounds shown so far with a tert-butyl group:
SMILES	AMPAR-TARP mod	AMPAR-TARP mod agonism max-min	AMPAR-TARP mod glutamate slope
CC(C)(C)C(=O)NCCn1ccc2ccccc21	i	0.052	38
CC(C)NCC(O)COc1ccccc1C(C)(C)C (configuration not stated)	i	0.064	63
COc1cccc(C(=O)Oc2c(S(=O)(=O)c3ccccc3)c(C)nn2C(C)(C)C)c1OC	i	0.06	50

New compounds follow:
SMILES	AMPAR-TARP mod	AMPAR-TARP mod agonism max-min	AMPAR-TARP mod glutamate slope
CCCn1c(-n2nc(CC)cc2CC)nc2c1c(=O)n(CCN1CCOCC1)c(=O)n2C	i	0.082	54
O=C(Nn1cnc2c(cnn2-c2ccccc2)c1=O)C1CCCO1 (configuration not stated)	i	0.033	46
Cc1cc(NC(=O)CSc2nc3ccccc3c(=O)n2CCCC(=O)NCc2ccco2)n[nH]1	i	0.1	56
CCCCS(=O)(=O)NCC1CCN(c2ncccn2)CC1	i	0.077	62
CCCNC(=O)C(=O)NCC1CCN(C)CC1	i	0.098	63
COc1ccc(CC(=O)N2CCN(c3nccn3C)CC2)cc1	i	0.078	66
Cc1cc(C)c(NC(=O)CSc2nccnc2N2CCSCC2)c(C)c1	i	0.057&0.046	57&103
CCOc1ccc(C(=O)Nc2ccc(N3CCCC3=O)c(OC)c2)cc1	i	0.089	51
CCN(CC)C(=O)Cn1c(C2CC(=O)N(c3ccc(C)cc3)C2)nc2ccccc21 (configuration not stated)	i	0.056	61
Cc1c(C)n2c3c(=O)n(CC(=O)OCc4ccccc4)c(=O)n(C)c3nc2n1-c1ccccc1	i	0.09	73
Cc1ccc(NC(=O)Cn2cc(-c3ccccc3)c(N3CCOCC3)n2)cc1C	i	0.14	57
COc1cccc(C(=O)N(CCN2CCOCC2)c2nc3c(OC)ccc(C)c3s2)c1	i	0.1	64
CS(=O)(=O)c1cccc(C(=O)Nc2ccc3scnc3c2)c1	i	0.071	42
CC(=O)Nc1ccc(C(=O)NCCNC(=O)C(C)Oc2ccc(Cl)cc2Cl)cc1 (configuration not stated)	i	0.093	44
CSc1ccccc1NC(=O)CCCn1nc(-c2ccc(Cl)cc2)ccc1=O	i	0.032	24
Cc1cc(C)n(-c2nc3c(c(=O)n2CC(=O)N(C)c2ccccc2)CCC3)n1	i	0.051	44
O=C(c1ccco1)N1N=C(c2ccco2)CC1c1cccc([N+](=O)[O-])c1 (configuration not stated)	i	0.088	50
CC(C)c1ccc(NC(=O)N2CCN(c3ccc(-c4ccco4)nn3)CC2)cc1	i	0.099	52
CCN(CC)c1ccc(N2CCN(C(C)=O)CC2)nn1	i	0.14	48
CCc1ccc(S(=O)(=O)N2CCN(c3ccc4nnc(-c5ccco5)n4n3)CC2)cc1	i	0.12	36
O=S(=O)(NCC1CCN(c2ccccn2)CC1)c1ccc(F)c(Cl)c1	i	0.1	59
COc1ccc(S(=O)(=O)c2cc3cc(Br)ccc3oc2=O)cc1	i	0.099	52

Arranged by number of heavy atoms (ascending): 12 of the compounds above.
SMILES	AMPAR-TARP mod	AMPAR-TARP mod agonism max-min	AMPAR-TARP mod glutamate slope
CCCNC(=O)C(=O)NCC1CCN(C)CC1	i	0.098	63
CCN(CC)c1ccc(N2CCN(C(C)=O)CC2)nn1	i	0.14	48
CCCCS(=O)(=O)NCC1CCN(c2ncccn2)CC1	i	0.077	62
CS(=O)(=O)c1cccc(C(=O)Nc2ccc3scnc3c2)c1	i	0.071	42
COc1ccc(CC(=O)N2CCN(c3nccn3C)CC2)cc1	i	0.078	66
O=S(=O)(NCC1CCN(c2ccccn2)CC1)c1ccc(F)c(Cl)c1	i	0.1	59
Cc1cc(C)c(NC(=O)CSc2nccnc2N2CCSCC2)c(C)c1	i	0.057&0.046	57&103
Cc1cc(C)n(-c2nc3c(c(=O)n2CC(=O)N(C)c2ccccc2)CCC3)n1	i	0.051	44
CC(C)c1ccc(NC(=O)N2CCN(c3ccc(-c4ccco4)nn3)CC2)cc1	i	0.099	52
CCN(CC)C(=O)Cn1c(C2CC(=O)N(c3ccc(C)cc3)C2)nc2ccccc21 (configuration not stated)	i	0.056	61
CCc1ccc(S(=O)(=O)N2CCN(c3ccc4nnc(-c5ccco5)n4n3)CC2)cc1	i	0.12	36
Cc1c(C)n2c3c(=O)n(CC(=O)OCc4ccccc4)c(=O)n(C)c3nc2n1-c1ccccc1	i	0.09	73

From PubChem BioAssay

Some of the compounds tested; rates above refer to the full screens.
